FAS-TE inh: FAS thioesterase (human) inhibition. 360,000 compounds, 0.67% hits. recombinant FAS-TE, OMFH fluorogenic substrate, fluorescence endpoint. AID 602261. P49327. inhibition, % at 15 µM;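 active means compounds whose normalised, plate-corrected inhibition of enzyme fluorescence in the single-dose primary screen is 50% or more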;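 further: 0% = DMSO with enzyme and 100% = substrate without enzyme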
MLLE-PAM2 inh: inhibitors of microRNA-mediated deadenylation, human PABP1 MLLE binding | P11940 | GST-MLLE / FITC-PAM2 fluorescence polarization | inhibition, % at 20 µM | 360,000 compounds, 0.36% hits; in the data active means inhibition above about 35%, passing the limit was not always enough;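 further: plate controls were DMSO wells with GST-MLLE for no effect and wells lacking GST-MLLE protein for full effect; some results filed as inactive read as strong as hits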
Rpn11 inh: Rpn11 (human) deubiquitinase inhibition; human 26S proteasome, Ub4-pepOG fluorescence polarization; 20S core pre-blocked with epoxomicin; O00487; 360,000 compounds, 0.59% hits; calls only at 20 µM;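 active means inhibition at 20 µM, scaled to each plate's controls, above about 33%, limit read from the data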
NadD block: inhibitors of Staphylococcus aureus NadD. purified NadD enzyme, colorimetric absorbance read-out. inhibition, % at 20 µM. 360,000 compounds, 0.78% hits. AID 602399; in the data active means inhibition above about 26%; further: some compounds past the cut are filed as inactive
MT1-MMP act inh: blocks activation of human MT1-MMP; HT1080 RFP-PRO-GFP cells, GFP/RFP ratio fluorescence, overnight; percent of plate control window, DMSO zero; GFP/RFP ratio change, % at 20 µM; 360,000 compounds, 0.061% hits; AID 651647;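 active means GFP/RFP ratio change of at least 30% with cell ATP level not reduced by more than half and red fluorescence within 50% of control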; further: strong numbers were not always called active
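Material: RFP-PRO-GFP reporter HT1080 cells. Dosing: single-point 20 µM compound, 1% DMSO. Controls: DMSO and RFP-L50D-GFP cell wells. Timing: cells overnight before dosing, compound overnight, 37 °C, 5% CO2. Measure: GFP/RFP fluorescence ratio.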
Neddyl block: inhibitors of human cullin neddylation. TR-FRET cullin neddylation, biochemical. calls only at 25 µM. 360,000 compounds, 0.58% hits. AID 651699. P61081+Q13564; in the data active means inhibition above about 36%
CSN inh: CSN deneddylation inhibition; inhibition, % at 12.5 µM; Purified CSN, SCF-Nedd8-OG deneddylation, fluorescence polarization; AID 651999; 360,000 compounds, 0.38% hits; Q92905;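 active means pattern-corrected inhibition above about 35%, with an unprinted fluorescence ratio check between 0.5 and 1.5, limit read from the data, passing the limit was not always enough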;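 further: 0% = enzyme with substrate and 100% = substrate without enzyme; some results filed as inactive read as strong as hits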
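assay system = purified human Csn5 enzyme expressed in HEK293T cells | amount = 0.24 nM enzyme | buffer or medium = Tris/NaCl/DTT buffer, pH 7.5 | reagent = 10 nM SCFSkp2-Nedd8OG | compound = one concentration, 12.5 µM, 0.25% DMSO | times = 90 min reaction at room temperature | signal = FP | read-out basis = % inhibition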
SKN-1 inh: blocks SKN-1 activity in C. elegans. 360,000 compounds, 0.49% hits. inhibition, % at 21.8 µM. AID 624304. C. elegans VP596 Pgst-4::GFP/RFP ratio, acrylamide-induced, 24 h;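 active means interference check ratio from 0.5 to 1.5 plus GFP to RFP signal ratio inhibition reaching or exceeding a fixed threshold, cut at about 30% in these data, passing the limit was not always enough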; further: some compounds called inactive have numbers as strong as hits
Rin1-Abl PPI inh: inhibitors of human Rin1-Abl protein interaction; P00519+Q13671; TR-FRET Rin1/Abl binding, biochemical; inhibition, % at 7.35 µM; 360,000 compounds, 0.4% hits; in the data active means inhibition above about 5%, passing the limit was not always enough
Target sequence (P00519 whole entry, looked up): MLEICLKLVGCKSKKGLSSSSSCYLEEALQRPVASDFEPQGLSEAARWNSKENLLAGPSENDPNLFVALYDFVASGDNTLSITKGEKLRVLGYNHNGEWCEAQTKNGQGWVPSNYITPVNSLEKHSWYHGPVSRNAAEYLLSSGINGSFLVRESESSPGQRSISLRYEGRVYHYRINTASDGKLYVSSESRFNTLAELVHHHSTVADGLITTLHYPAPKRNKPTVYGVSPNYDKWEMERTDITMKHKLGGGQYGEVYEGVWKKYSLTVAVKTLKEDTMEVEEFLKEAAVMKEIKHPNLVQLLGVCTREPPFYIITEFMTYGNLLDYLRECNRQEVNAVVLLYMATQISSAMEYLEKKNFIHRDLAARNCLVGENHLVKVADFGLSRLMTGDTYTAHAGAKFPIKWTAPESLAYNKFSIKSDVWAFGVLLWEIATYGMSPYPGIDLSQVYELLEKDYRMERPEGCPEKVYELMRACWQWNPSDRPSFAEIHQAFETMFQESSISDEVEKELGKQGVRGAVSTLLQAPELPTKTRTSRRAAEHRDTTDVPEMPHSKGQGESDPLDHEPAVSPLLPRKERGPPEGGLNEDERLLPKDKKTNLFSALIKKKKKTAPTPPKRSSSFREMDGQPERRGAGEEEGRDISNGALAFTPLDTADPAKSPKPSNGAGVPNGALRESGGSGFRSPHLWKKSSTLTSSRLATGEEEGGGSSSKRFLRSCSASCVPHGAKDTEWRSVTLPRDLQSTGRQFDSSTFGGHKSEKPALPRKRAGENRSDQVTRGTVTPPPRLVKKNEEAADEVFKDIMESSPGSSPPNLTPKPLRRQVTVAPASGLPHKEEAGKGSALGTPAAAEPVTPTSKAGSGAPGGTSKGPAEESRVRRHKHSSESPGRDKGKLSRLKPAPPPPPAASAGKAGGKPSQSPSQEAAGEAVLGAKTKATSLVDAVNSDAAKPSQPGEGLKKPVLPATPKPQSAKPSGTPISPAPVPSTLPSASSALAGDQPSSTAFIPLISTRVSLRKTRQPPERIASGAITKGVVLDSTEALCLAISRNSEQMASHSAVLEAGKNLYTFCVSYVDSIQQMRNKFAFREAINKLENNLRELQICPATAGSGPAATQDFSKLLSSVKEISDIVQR
Target sequence (Q13671 whole entry, looked up): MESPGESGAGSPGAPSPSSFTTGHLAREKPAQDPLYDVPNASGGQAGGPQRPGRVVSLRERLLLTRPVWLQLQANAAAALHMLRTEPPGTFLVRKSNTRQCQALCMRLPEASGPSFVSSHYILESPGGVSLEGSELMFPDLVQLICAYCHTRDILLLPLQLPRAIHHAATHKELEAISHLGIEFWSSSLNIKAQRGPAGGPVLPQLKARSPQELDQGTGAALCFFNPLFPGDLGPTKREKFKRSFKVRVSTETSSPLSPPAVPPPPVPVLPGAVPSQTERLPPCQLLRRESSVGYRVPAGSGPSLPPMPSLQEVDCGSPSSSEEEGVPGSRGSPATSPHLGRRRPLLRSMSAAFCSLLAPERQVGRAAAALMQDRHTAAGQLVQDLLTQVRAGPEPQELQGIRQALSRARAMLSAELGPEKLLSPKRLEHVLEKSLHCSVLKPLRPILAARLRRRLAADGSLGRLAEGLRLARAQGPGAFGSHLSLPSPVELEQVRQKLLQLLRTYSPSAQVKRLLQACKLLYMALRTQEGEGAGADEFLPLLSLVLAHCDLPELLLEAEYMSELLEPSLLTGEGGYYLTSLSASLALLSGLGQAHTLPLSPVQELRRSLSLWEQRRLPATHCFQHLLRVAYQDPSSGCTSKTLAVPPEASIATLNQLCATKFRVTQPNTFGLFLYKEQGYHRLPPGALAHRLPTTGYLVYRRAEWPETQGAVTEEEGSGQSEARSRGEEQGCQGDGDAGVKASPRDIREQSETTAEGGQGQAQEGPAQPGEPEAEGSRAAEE
The depositor's hits bear a star; i = inactive; / = no result given.

nr | SMILES | FAS-TE inh | MLLE-PAM2 inh | Rpn11 inh | NadD block | MT1-MMP act inh | Neddyl block | CSN inh | SKN-1 inh | Rin1-Abl PPI inh
1 | Cc1ccc(S(=O)(=O)N2CCCN(C(=O)OC(C)(C)C)CC2)cc1 | 0 | 6 | i | -3 | 0 | i | -3 | 16 | -1
2 | CCOc1ccc(S(=O)(=O)N2CCOCC2)c2ccccc12 | 6 | 15 | i | 2 | -3 | i | 2 | 10 | 0
3 | Cc1ccc(C)c(S(=O)(=O)Nc2ccc3sc(C)nc3c2)c1 | 5 | -4 | i | -5 | 4 | i | -1 | -5 | -2
4 | COc1ccc2nc(NC(=O)CN3C(=O)NC4(CCCCC4)C3=O)sc2c1 | 1 | -18 | i | 0 | -2 | i | 4 | -15 | 4
5 | NC(=O)c1csc(-c2ccncc2)n1 | -4 | 7 | i | 5 | -5 | i | 2 | -3 | 4
6 | CCCOC(=O)c1ccc(NC(=O)c2ccc(Br)o2)cc1 | 14 | -2 | i | -6 | 0 | i | -10 | 9 | 1
7 | CC(C)(CNC(=S)NCCc1ccccc1)CNC(=S)NCCc1ccccc1 | 23 | -35 | i | -9 | -1 | i | 0 | 3 | -1
8 | CC(c1ccccc1)N1C(=O)c2ccc(C(=O)Nc3ccccc3C(=O)O)cc2C1=O (centres undefined) | -107 | 8 | i | -3 | 0 | i | -1 | 11 | 2
9 | COc1cc(C)c(CN2CCN(S(=O)(=O)c3ccc(Cl)s3)CC2)cc1OC | 24 | 0 | i | -5 | -2 | i | -3 | 0 | 3
10 | Cc1ccc(NC(=O)CSc2nnc(C3CC3)n2CC2CCCO2)cc1C (centres undefined) | -6 | 7 | i | -9 | 2 | i | 5 | 16 | 1
11 | CC1(C)Cc2c(C#N)c(NC3CCCCC3)nc(-c3ccco3)c2CO1 | 0 | -6 | i | 10 | -12 | / | 5 | 4 | 5
12 | COc1ccc(-c2nnc(-c3cccnc3)o2)cc1 | -8 | -17 | i | -2 | 0 | / | 1 | 9 | 4
13 | CCOC1=C2[C@@H](CN(S(=O)(=O)c3ccc(C)cc3)[C@H]2c2ccc(CC)cc2)[C@H]2C(=O)N(C)C(=O)[C@H]2C1 | 18 | 0 | i | -4 | 1 | i | -1 | 7 | 1
14 | CCOc1ccccc1CNn1nnnc1N | -8 | 0 | i | 1 | 5 | i | -4 | 13 | 4
15 | N#CC(=C(O)COC(=O)CCCNC(=O)c1ccc(Cl)cc1)c1nc2ccccc2[nH]1 | -3 | -29 | i | 9 | -5 | i | 10 | 4 | 2
16 | Cc1nn(CCc2nn[nH]n2)c2nc(C(F)(F)F)cc(C(F)(F)F)c12 | -6 | 1 | i | -5 | 4 | / | -3 | 12 | -2
17 | O=S(=O)(NCc1cccnc1)c1cc(Cl)ccc1Cl | -7 | 8 | i | -4 | -1 | i | 0 | 1 | 6
18 | CCN(c1ccccc1)S(=O)(=O)c1cc(C(=O)Nc2ccc(Br)cc2)ccc1F | 25 | 5 | i | -1 | 0 | i | -9 | 8 | -3
19 | COc1ccc(S(=O)(=O)N2CCC(C(=O)N[C@@H](C)C(=O)NCc3ccccn3)CC2)cc1 | -6 | 2 | i | 0 | 6 | i | 4 | -5 | -1
20 | COc1ccccc1C(=O)CSc1n[nH]c(N)n1 | -5 | 21 | i | 0 | 0 | i | 3 | -6 | 0
21 | O=C(O)c1ccc(OC(F)(F)C(F)C(F)(F)F)cc1 (centres undefined) | -9 | -6 | i | -2 | -2 | i | -1 | 18 | -3
22 | C/C(=N\NC(=O)c1ccc2c(c1)OCO2)c1ccc(NS(C)(=O)=O)cc1 | -5 | -7 | i | -3 | 0 | i | -1 | 9 | 1
23 | COc1ccc(CNc2nc3nc(C)c(Cl)c(=O)n3[nH]2)cc1OC | -9 | -6 | i | -2 | 4 | i | -2 | -15 | -2
24 | Cc1ccc(C(=O)Nc2ncccc2O)o1 | -5 | -4 | i | -3 | 6 | i | 2 | 20 | -2
25 | Cc1ccc(C(=O)NCC(=O)OCC(=O)/C=C2\N(C)c3ccccc3C2(C)C)cc1C | 24 | -30 | i | -4 | 8 | / | 2 | 27 | 0

Shown as labelled records: part of the list above.
(11) CC1(C)Cc2c(C#N)c(NC3CCCCC3)nc(-c3ccco3)c2CO1
  FAS-TE inh = 0; MLLE-PAM2 inh = -6; Rpn11 inh = i; NadD block = 10; MT1-MMP act inh = -12; Neddyl block = /; CSN inh = 5; SKN-1 inh = 4; Rin1-Abl PPI inh = 5
(12) COc1ccc(-c2nnc(-c3cccnc3)o2)cc1
  FAS-TE inh = -8; MLLE-PAM2 inh = -17; Rpn11 inh = i; NadD block = -2; MT1-MMP act inh = 0; Neddyl block = /; CSN inh = 1; SKN-1 inh = 9; Rin1-Abl PPI inh = 4
(13) CCOC1=C2[C@@H](CN(S(=O)(=O)c3ccc(C)cc3)[C@H]2c2ccc(CC)cc2)[C@H]2C(=O)N(C)C(=O)[C@H]2C1
  FAS-TE inh = 18; MLLE-PAM2 inh = 0; Rpn11 inh = i; NadD block = -4; MT1-MMP act inh = 1; Neddyl block = i; CSN inh = -1; SKN-1 inh = 7; Rin1-Abl PPI inh = 1
(14) CCOc1ccccc1CNn1nnnc1N
  FAS-TE inh = -8; MLLE-PAM2 inh = 0; Rpn11 inh = i; NadD block = 1; MT1-MMP act inh = 5; Neddyl block = i; CSN inh = -4; SKN-1 inh = 13; Rin1-Abl PPI inh = 4

Single records (already shown). Values in the order: FAS-TE inh, MLLE-PAM2 inh, Rpn11 inh, NadD block, MT1-MMP act inh, Neddyl block, CSN inh, SKN-1 inh, Rin1-Abl PPI inh
COc1ccc(CNc2nc3nc(C)c(Cl)c(=O)n3[nH]2)cc1OC reads -9, -6, i, -2, 4, i, -2, -15, -2
Cc1nn(CCc2nn[nH]n2)c2nc(C(F)(F)F)cc(C(F)(F)F)c12 reads -6, 1, i, -5, 4, /, -3, 12, -2
CCCOC(=O)c1ccc(NC(=O)c2ccc(Br)o2)cc1 reads 14, -2, i, -6, 0, i, -10, 9, 1
Cc1ccc(C(=O)NCC(=O)OCC(=O)/C=C2\N(C)c3ccccc3C2(C)C)cc1C reads 24, -30, i, -4, 8, /, 2, 27, 0
COc1ccc2nc(NC(=O)CN3C(=O)NC4(CCCCC4)C3=O)sc2c1 reads 1, -18, i, 0, -2, i, 4, -15, 4

More entries.
nr | SMILES | FAS-TE inh | MLLE-PAM2 inh | Rpn11 inh | NadD block | MT1-MMP act inh | Neddyl block | CSN inh | SKN-1 inh | Rin1-Abl PPI inh
26 | Cn1c(=O)oc2cc(S(=O)(=O)NCCN3CCN(c4ccccc4F)CC3)ccc21 | 0 | 7 | i | -5 | 0 | i | -1 | -9 | 1
27 | O=C(CNS(=O)(=O)c1ccc(F)cc1)N1CCCCCC1 | -3 | 7 | i | -2 | -1 | i | -10 | 5 | -1
28 | CCOC(=O)c1c(NC(=O)CN2C(=O)NC3(CCC(C)CC3)C2=O)sc(C(=O)N(C)C)c1C (centres undefined) | -1 | -18 | i | 6 | -1 | i | -3 | 0 | -2
29 | CC1=C(C(=O)OCC2CCCO2)C(c2cccc(O)c2)NC(=O)N1 (centres undefined) | -4 | -17 | i | 8 | 2 | i | 1 | 3 | 1
30 | CCOC(=O)C1CCCN(c2cc(=O)n(Cc3ccc(F)cc3)c(=O)[nH]2)C1 (centres undefined) | -4 | 10 | i | -4 | -2 | i | 0 | 12 | 1
31 | NC(=O)COC(=O)c1ccccc1OCc1ccccc1 | -5 | 15 | i | -9 | 0 | i | 0 | 6 | 0
32 | Nc1nc2n(n1)C(c1ccc(F)cc1)CC(c1ccc(F)cc1)N2 (centres undefined) | -11 | -10 | i | 1 | 4 | i | 1 | 1 | -3
33 | COc1cc(/C=C2/SC(=S)N(Cc3ccccc3)C2=O)ccc1O | 10 | -112 | / | -3 | -34 | i | 57* | 3 | -1
34 | c1csc(Cn2nnnc2CN2CCN(c3nc4ccccc4s3)CC2)c1 | 33 | 11 | i | 7 | 4 | i | 0 | 36* | -1
35 | CC(=O)OCC12COC3c4ccccc4OC(C)(CC1C)C3C2C (centres undefined) | 1 | 12 | i | 2 | -2 | i | 2 | 11 | -1
36 | CCC(=O)Nc1ccnc(-c2cccnc2)n1 | -7 | -14 | i | -7 | -2 | i | 2 | -1 | -5
37 | COC(=O)c1c(C)[nH]c(O)c1C=Nc1ccc(Oc2ccccc2)cc1 | 0 | -84 | i | -4 | -13 | i | 90* | 2 | 1
38 | CCCCN(C)C(=O)c1cc2cc([N+](=O)[O-])cc(OC)c2oc1=O | 27 | 5 | i | -1 | 4 | i | -1 | 6 | 3
39 | COc1cc2[nH]c(-c3ccc(C)cc3)cc(=O)c2cc1OC | -5 | 2 | i | -6 | 3 | / | -5 | 3 | 2
40 | Cc1cc(Nc2cccc(C(F)(F)F)c2)n2nc(C)nc2n1 | 3 | 17 | i | -2 | 3 | i | 1 | 15 | 0
41 | COc1ccc(/C=C/C(=O)OCC(=O)N2c3ccccc3CC2C)c(OC)c1 (centres undefined) | 16 | 11 | i | -2 | -1 | i | 3 | 6 | -1
42 | C=CCOC(=O)C1=C(C)Nc2nc3ccccc3n2C1c1ccncc1 (centres undefined) | -3 | 13 | i | 4 | -23 | i | 3 | 10 | 3
43 | O=C(Nc1ccc(Br)cc1)c1cc(S(=O)(=O)Nc2ccccn2)ccc1Cl | 4 | 10 | i | 8 | 0 | i | -5 | 6 | -1
44 | O=C(CN1CCCCC1)Nc1ccc(S(=O)(=O)N2CCCCCC2)cc1 | 1 | 2 | i | -9 | 1 | i | 4 | 5 | 1
45 | CC1=C(C(=O)N(C)C)CC(CC(=O)NCCCCc2ccccc2)C(=O)N1CCC1=CCCCC1 (centres undefined) | 10 | -6 | i | 2 | -4 | i | -4 | 16 | 0
46 | Cc1cc(OC(=O)c2ccc(S(=O)(=O)N3CCOCC3)cc2)c([N+](=O)[O-])c(=O)[nH]1 | -3 | 17 | i | 2 | -3 | i | 0 | 5 | 0
47 | Cn1c(=O)[nH]c(=O)c2c1nc(N1CCN(C(=O)c3ccco3)CC1)n2CCCSc1ncccn1 | 1 | 5 | i | -6 | -1 | i | -2 | 11 | -4
48 | Cc1noc(NS(=O)(=O)c2ccc(NC(=O)CS(=O)(=O)c3ccccc3)cc2)c1C | 0 | 2 | i | -3 | 2 | i | 2 | -1 | -2
49 | CC1CC2c3cccc(C(=O)O)c3C(=O)N2c2ccc(Cl)cc21 (centres undefined) | -3 | 8 | i | -10 | -2 | i | -5 | 4 | 1
50 | COc1ccc(Cc2nnc(SC)n2-c2ccc(F)cc2)cc1OC | 2 | -21 | i | 4 | 2 | i | 5 | 11 | 3
51 | CC(C)(C)c1ccc(C(=O)NCC(=O)N/N=C/c2cccnc2)cc1 | -2 | 2 | i | -7 | 5 | i | 3 | 10 | 4
52 | C/C(N)=C(/C#N)C(=O)COC(=O)c1ccc(C)c(S(=O)(=O)N2CCCCC2)c1 | 18 | 2 | i | -5 | 3 | i | 5 | 13 | 3

Screens from PubChem BioAssay.

No enrichment for hits (roughly 3.9% active in at least one column).
